# Source: PubChem (several laboratories)
# HSF1 activator: increases HSF-1 driven luciferase reporter signal | NIH3T3-HGL HSF-1 luciferase reporter, MG132, 8 h; 100% = twice DMSO control signal | activation, % at 9 µM | 300,000 tested, 1.7% active | AID 504408;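 active = mean replicate activation of at least 50% with a set share of replicates each reaching 50%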;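 note: 0% = median of the neutral control wells and 100% = twice that signal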
# HSP90 refold inh: inhibitors of HSP90 luciferase refolding in rabbit reticulocyte lysate; luciferase refolding luminescence, 3 h; inhibition, % at 5.6 µM; 290,000 tested, 0.91% active; AID 1789;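 active = inhibition above the screen-wide mean plus 3 SD, computed separately per campaign, cut at about 16% in these data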;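 note: 0% = DMSO wells and 100% = 60 µM geldanamycin wells; inhibitors lower the luminescence because luciferase stays unfolded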
# DYRK1A inh: inhibitors of rat Dyrk1A kinase | ADP-Glo luminescence, NFATc1 peptide | inhibition, % at 12.5 µM | 310,000 tested, 0.43% active; in the data active = inhibition above about 50%;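 note: plate controls were vehicle with enzyme for no effect and no enzyme for full effect; many of its hits are not listed in these tables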
# KLF5 inhibitor: inhibitors of KLF5 expression | DLD-1 KLF5 promoter-luciferase reporter, luminescence | AID 1700 | inhibition, % at 5 µM | 290,000 tested, 0.23% active;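 active = inhibition above a per-plate limit of that plate's mean compound inhibition plus 3 SD, cut at about 60% in these data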;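 note: 0% = DMSO wells and 100% = LY294002 at 200 µM; higher means less KLF5 promoter-driven luciferase light; inactives centre near -14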
# IEC-6 cytotox: kills IEC-6 intestinal cells in KLF5 counter-screen | IEC-6 cytotoxicity, luminescence viability | 290,000 tested, 0.78% active | AID 1825 | inhibition, % at 5 µM; in the data active = inhibition above about 22%;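 note: 0% = plate median of test compound wells and 100% = cytotoxic reference compound wells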
# Platelet DG rel: platelet dense granule release activity | 300,000 tested, 0.22% active | inhibition, %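 (compounds screened at 7.5 µM in platelet-rich plasma)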 | AID 1663 | human platelet-rich plasma, SFLLRN dense granule ATP release, luminescence;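 active = mean replicate score, as percent of positive control, at or above 50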
# GSK3B inh: blocks human GSK3beta kinase activity | activity score (negative = inhibition), % at 10 µM | AID 2097 | 300,000 tested, 0.038% active | GST-GSK3beta kinase, ADP-Glo luminescence, 60 min; stronger effect = lower value;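 active = more than half of replicate wells score below -50%, meaning over 50% inhibition versus plate controls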;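 note: 0% = median DMSO wells and -100% = median GW8510 positive control wells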
# Target sequence (P49841 whole entry, looked up): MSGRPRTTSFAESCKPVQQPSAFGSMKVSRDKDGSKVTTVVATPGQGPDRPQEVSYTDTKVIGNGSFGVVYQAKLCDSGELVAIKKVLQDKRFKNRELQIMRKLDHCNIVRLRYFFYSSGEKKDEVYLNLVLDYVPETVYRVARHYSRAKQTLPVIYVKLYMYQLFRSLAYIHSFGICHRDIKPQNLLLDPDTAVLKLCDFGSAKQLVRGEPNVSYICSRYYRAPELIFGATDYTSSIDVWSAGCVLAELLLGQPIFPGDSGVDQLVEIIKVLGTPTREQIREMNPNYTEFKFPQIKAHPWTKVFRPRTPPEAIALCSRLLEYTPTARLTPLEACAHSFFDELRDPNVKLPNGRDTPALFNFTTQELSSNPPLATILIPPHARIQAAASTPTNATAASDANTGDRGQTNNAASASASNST
#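 Test system: GST-tagged human GSK3beta kinase, cell-free; evaluation: activity score scaled between in-plate DMSO and GW8510 controls; measured by: ADP-Glo luminescence; incubation: 60 min reaction, RT; benchmarks: DMSO and 20 µM GW8510; reagent: peptide substrate plus 25 µM ATP (final); medium: Tris/MgCl2 kinase buffer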
# HSF1 inhib: HSF1 inhibition; activity change, negative = inhibition, % at 7.5 µM (by protocol); AID 2098; 300,000 tested, 0.77% active; NIH3T3-HGL HSE-luciferase, MG132-induced, luminescence 8 h; stronger effect = lower value;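 active = more than half of replicate wells show activity change below -50%, luminescence cut by over half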;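 note: luciferase reports HSF-1 transcriptional activity via heat shock element; 0% = median of DMSO wells and -100% = zero luminescence signal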
# GSK3A inh: blocks human GSK-3 alpha kinase | ADP-Glo luminescence, 60 min | inhibition, % at 10 µM | P49840 | 320,000 tested, 0.1% active;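 in the data active = inhibition above about 50%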;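 note: GST-tagged GSK-3 alpha with peptide substrate and 25 µM ATP; 0% = DMSO neutral wells and 100% = GW8510 positive control wells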
# Target sequence (P49840 whole entry, looked up): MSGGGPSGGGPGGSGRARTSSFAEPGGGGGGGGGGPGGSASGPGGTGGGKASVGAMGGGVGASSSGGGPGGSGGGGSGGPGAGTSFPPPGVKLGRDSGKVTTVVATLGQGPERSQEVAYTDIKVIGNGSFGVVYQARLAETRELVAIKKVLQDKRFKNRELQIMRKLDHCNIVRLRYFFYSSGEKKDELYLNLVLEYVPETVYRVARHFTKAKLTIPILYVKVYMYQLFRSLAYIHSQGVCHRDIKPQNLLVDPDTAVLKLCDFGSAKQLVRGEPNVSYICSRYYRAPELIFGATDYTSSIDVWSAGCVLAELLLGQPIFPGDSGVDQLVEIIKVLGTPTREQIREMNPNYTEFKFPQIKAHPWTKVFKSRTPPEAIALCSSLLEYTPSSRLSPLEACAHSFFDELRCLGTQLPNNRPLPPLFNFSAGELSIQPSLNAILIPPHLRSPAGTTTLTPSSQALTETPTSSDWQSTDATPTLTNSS
# aSyn 5UTR inh: MLPCN primary screen, SNCA 5' untranslated region | inhibition, % (tested at 7.5 µM) | 300,000 tested, 0.82% active | AID 1813 | alpha-synuclein 5'UTR reporter, inhibitor activity; in the data active = inhibition above about 60%;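 note: H4 neuroglioblastoma cells stably carrying SNCA 5'UTR luciferase fusion; 0% = DMSO wells and 100% = positive control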
# * hit, by the source's call; x = not tested or not shown. These rows are one share of the data; rates above refer to the full screens.
mol	HSP90 refold inh	KLF5 inhibitor	HSF1 activator	GSK3B inh	Platelet DG rel	HSF1 inhib	DYRK1A inh	IEC-6 cytotox	GSK3A inh	aSyn 5UTR inh
O=[N+]([O-])c1ccc2[nH]nc(-c3ccccc3)c2c1	-1	-21	10	-2	-8	-6	41	-2	12	18
CCOc1ccc(-c2noc(-c3cccnc3)n2)cc1OCC	2	-16	x	-3	x	x	x	2	-2	x
COc1cccc(OC)c1OCCCNC1CCCC1	2	-35	-1	1	-1	-3	7	-2	1	0
C/C(=N\NC(=O)c1cccc(S(=O)(=O)Nc2ccccc2Cl)c1)c1ccc(-n2ccnc2)cc1	-1	-39	-18	2	-5	1	0	-2	-2	12
Cc1ccc(-c2ccc(CCC(=O)O)n2CC(=O)O)cc1	3	-11	2	2	-2	-6	-5	-3	-3	-17
O=C(CN1CCN(c2ncccn2)CC1)N1CCc2ccccc21	0	-22	46	0	-1	3	0	-3	3	-31
Cc1cc(C(=O)NCc2ccccc2)no1	-4	0	3	-1	27	2	1	4	-1	-5
O=C(COc1ccc(S(=O)(=O)NCc2ccccc2)cc1)NCc1cccnc1	5	2	6	3	1	1	-2	1	x	-7
O=C(NCCOC12CC3CC(CC(C3)C1)C2)c1cccc(Br)c1	-3	-2	4	3	0	1	-11	1	-1	11
Cc1cc(C)c2cc(CN(Cc3nnnn3Cc3ccc(F)cc3)C3CCCC3)c(=O)[nH]c2c1	-1	20	x	3	4	x	-1	4	4	x
O=C(N/N=C/c1ccco1)c1ccncc1	1	-19	17	-4	-2	-9	x	5	0	-5
Cc1ccc(C(=O)Nc2ccon2)cc1S(=O)(=O)N1CCCCCC1	7	-38	6	0	-2	-4	6	2	-3	2
C=CCNC(=O)CCCc1ccccc1	1	-2	21	3	-3	5	0	-1	x	-8
COc1ccc(/C=C(\C#N)C(=O)NCc2ccccc2)cc1	1	-38	3	-4	-7	-2	2	0	0	-12
COC(OC)c1ccnc(-c2ccc(OC(C)=O)cc2)n1	-5	-2	8	1	10	4	4	-6	1	-24
COC(=O)c1ccc(-n2c(C)ccc2-c2ccccc2)cc1	0	-20	24	-3	-13	4	2	-4	5	-9
COc1ccc(NC(=O)C2CCCN2S(=O)(=O)c2cccc3cccnc23)cc1OC (stereo unspecified)	3	-24	-13	2	13	-7	1	3	0	21
COc1ccc(C(=O)NNC(=S)NC(=O)c2ccc(F)cc2)cc1Br	x	x	-6	-2	8	-9	x	x	-2	16
O=C(NNC(=O)c1ccccc1[N+](=O)[O-])c1csc(N2CCOCC2)n1	x	x	-1	x	-3	-1	8	x	0	0
CCCNS(=O)(=O)c1ccc(OCC(=O)N2CCOCC2)cc1	-4	-29	9	6	8	-11	3	0	-2	-15
COc1ccc(C(=O)Oc2cccnc2)cc1	0	-28	16	3	-42	1	-8	-4	-5	-7
Nc1nc(CSc2ccc(Cl)cc2)nc(N2CCCCC2)n1	4	9	x	2	x	x	x	7	-2	x
Cc1cc(O)c(/C=N/Nc2ccccc2Cl)c(=O)o1	0	-8	11	2	-3	5	3	0	-2	-22
Cc1cc(SCC(=O)Nc2cccnc2Cl)nc2ccccc12	1	-1	30	-1	-7	11	x	3	3	7
O=C1N(Cc2ccc(F)cc2)CCN1c1ccc(F)cc1	1	-2	17	2	-2	14	-3	-6	-2	-81
CC(=O)N1CCc2cc(Br)cc(S(=O)(=O)N3CCc4ccccc43)c21	-2	-19	2	0	2	4	-4	-3	1	2
CSc1nc(-c2ccc(Cl)cc2)nn1C(=O)c1ccccc1	0	-20	18	0	1	7	-6	3	-2	-134
c1ccc2c(-c3nc4ncccc4o3)cccc2c1	0	3	-44	3	-6	-30	17	11	4	-47
CCCCn1c(SCC(=O)NCCOC)nc2ccc(N3CCOCC3)cc2c1=O	1	-15	33	-2	-7	-5	x	5	-1	-6
Cc1ccc(-c2nnc(SCC(=O)Nc3cccc(C(=O)N4CCOCC4)c3)n2C)cc1	-2	3	-15	-5	-11	6	-12	-1	-1	-13
Cc1cc(C(=O)CCl)c(C)n1CCc1ccccc1	-2	-15	33	1	0	12	x	9	-2	-11
O=C(COc1ccccc1[N+](=O)[O-])Nc1ccc(CN2CCOCC2)cc1	0	8	-6	1	6	-6	-4	-5	-2	9
CN1C(=O)N(C)C2(c3ccccc3)Nn3c(s/c(=C/c4ccco4)c3=O)=NC12c1ccccc1 (stereo unspecified)	2	16	x	0	-5	x	-6	-3	-1	x
COc1ccc(N2CC(C(=O)NCCc3c[nH]c4ccccc34)CC2=O)cc1 (stereo unspecified)	-4	0	-23	2	-15	-2	4	3	-3	-16
Cc1ccc(C(=O)NCCCNC(=O)COc2ccc(Cl)c(C)c2)cn1	x	x	-19	0	12	-10	9	x	x	22
Cn1cc([N+](=O)[O-])c(C(=O)NNC(=O)c2ccc([N+](=O)[O-])cc2Cl)n1	-1	8	4	1	-3	-8	-5	2	1	30
O=C(Nc1ccccc1)Nc1ccc(Br)c(Cl)c1	-1	-40	-18	4	6	-14	5	9	-3	-126
CCOC(=O)C(=NCCCN(C)C)NNc1cc(C(F)(F)F)ccc1Cl	1	0	2	3	-6	4	14	5	-2	-10
Cc1ccc(NC(=O)[C@H](C)NC(=O)C2CCN(C(=O)[C@@H](NC(=O)OC(C)(C)C)C(C)C)CC2)cc1	0	-23	-14	0	-1	-6	-5	5	-1	30
O=C(CSC1CC(=O)N(c2ccc(C(=O)O)cc2)C1=O)Nc1ccc2ccccc2c1 (stereo unspecified)	-4	-49	6	1	-8	6	3	-7	0	-4

# Profiles as entered above.
# CN1C(=O)N(C)C2(c3ccccc3)Nn3c(s/c(=C/c4ccco4)c3=O)=NC12c1ccccc1 (stereo unspecified) across the screens: HSP90 refold inh: 2; KLF5 inhibitor: 16; HSF1 activator: x; GSK3B inh: 0; Platelet DG rel: -5; HSF1 inhib: x; DYRK1A inh: -6; IEC-6 cytotox: -3; GSK3A inh: -1; aSyn 5UTR inh: x
# COc1ccc(N2CC(C(=O)NCCc3c[nH]c4ccccc34)CC2=O)cc1 (stereo unspecified) across the screens: HSP90 refold inh: -4; KLF5 inhibitor: 0; HSF1 activator: -23; GSK3B inh: 2; Platelet DG rel: -15; HSF1 inhib: -2; DYRK1A inh: 4; IEC-6 cytotox: 3; GSK3A inh: -3; aSyn 5UTR inh: -16

# Additional structures.
mol	HSP90 refold inh	KLF5 inhibitor	HSF1 activator	GSK3B inh	Platelet DG rel	HSF1 inhib	DYRK1A inh	IEC-6 cytotox	GSK3A inh	aSyn 5UTR inh
CCN(C(=O)CSc1cc(C)c2ccc(OC)cc2n1)C1CCS(=O)(=O)C1 (stereo unspecified)	-9	-35	1	0	-1	3	12	-4	0	20
COC(=O)c1ccc(CSc2nc3ccc(C)cc3[nH]2)o1	2	-4	19	4	-2	9	-4	2	-1	-12
COc1cc(OC)c(C2=NOC(C(=O)NCc3cccs3)C2)cc1Cl (stereo unspecified)	-2	21	-10	3	0	-2	x	42*	0	-6
CC(=O)N1CCc2cc(S(=O)(=O)NC(Cc3ccccc3)C(=O)NCCN3CCCCC3C)ccc21 (stereo unspecified)	3	-45	1	3	9	7	x	-1	1	-3
CC(=O)c1cccc(NC(=S)NC(=O)c2ccccc2Cl)c1	8	-54	17	3	-4	15	2	12	-4	-43
O=C(CCc1ccccc1)NNC(=O)Nc1ccc(Cl)cc1	-5	-24	13	-5	-3	2	-3	-2	0	8
O=C(Nc1ccc(Oc2ccc3c(c2)C(=O)N(c2ccc(O)cc2)C3=O)cc1)c1cccs1	-2	-34	-17	-1	-3	-4	-6	1	0	-5
COCCNC(=O)/C(C#N)=C/C=C/c1ccccc1[N+](=O)[O-]	4	-24	31	-1	-13	14	x	0	2	-41
CC(C)(C)C(=O)N/C(N)=N/c1nc2ccccc2o1	4	-132	52*	-2	-1	15	7	-6	1	-63
CC(=O)N(C)C1(c2nnnn2CCOC(=O)Nc2ccc(Cl)cc2)CCCCC1	-1	-32	6	1	-2	3	-1	2	0	18
Cn1c(=O)[nH]c(=O)c2c1nc(NCCO)n2CCOc1ccccc1	0	-6	-12	0	16	-11	-2	6	-4	18
Cc1ccc(C(=O)NN=C2CCCC2)cc1C	x	x	-4	-3	-22	1	4	x	-2	8
O=C1C=C(NCc2ccccc2)CCC1	4	3	10	1	3	-4	5	0	-2	10
COC(=O)CCC(=O)OC1(C)C(=O)C2=CN(C(CO)CO)C(c3ccc(OC)cc3)=CC2=C(Br)C1=O (stereo unspecified)	x	x	-7	4	1	-3	x	x	-3	6
Cc1cc(C)c2c(n1)nn1c(NCCN3CCOCC3)cc(C)nc21	0	-3	-14	-12	5	-5	1	-1	-3	-18
CCOC(=O)CN1C(=O)C(O)(CC(=O)c2ccc3c(c2)CCCC3)c2ccccc21 (stereo unspecified)	-3	-26	-1	-1	-2	-6	3	8	0	2
CCOC(=O)c1c(CSc2ccc(C)cc2)oc2ccc(O)cc12	-4	-32	23	3	3	11	2	-5	3	14
CN(C)CC[C@@H](c1ccc(Br)cc1)c1ccccn1	x	x	-8	0	-3	-2	-9	x	-1	4
O=C(c1ccccc1)c1ccc(OCC(O)CNCc2ccc(Cl)cc2)cc1 (stereo unspecified)	-1	5	4	-9	-6	-3	0	-5	-4	-3
Cc1cccc(N(CC(=O)NCCSCc2ccccc2)S(C)(=O)=O)c1C	3	7	2	-4	-4	-4	1	0	0	2
FC(F)(F)c1nc(Sc2ncccc2C(F)(F)F)n[nH]1	1	19	x	0	x	x	-1	3	0	x
CCc1ccc(OCC(O)CNC(C)(C)C)cc1 (stereo unspecified)	4	-9	23	4	10	18	0	-2	0	-3
Cc1ccc(S(=O)(=O)N2CCN(C3CC4CCC3C4)CC2)cc1 (stereo unspecified)	3	-48	-10	3	1	-1	1	1	0	0
CC(c1nnc(SCC(=O)Nc2ccc3[nH]c(=O)[nH]c3c2)n1Cc1ccccc1)N(C)C (stereo unspecified)	1	6	-3	0	4	-1	16	-1	-2	12
CCC(=Nc1ccccc1)C1=C(O)CC(C)(C)CC1=O	-2	-10	6	-2	1	0	x	-1	x	4
O=C(NCC1CCCO1)C(=O)N/N=C\c1ccc2c(c1)OCO2 (stereo unspecified)	-2	-56	-8	-1	14	-11	4	7	0	-6
CCOc1cc(S(=O)(=O)N2CCCCC2)ccc1F	3	-15	6	1	0	-5	-3	-4	x	13
Cc1cccc(OCCOC(=O)C2CCN(S(=O)(=O)c3cccs3)CC2)c1	-1	-17	-2	0	3	3	-5	-1	-1	9
O=C(NCCCN1CCOCC1)c1ccc(NC(=O)C2COc3ccccc3O2)cc1 (stereo unspecified)	-4	5	-7	4	-4	-1	3	-2	x	-15
O=c1c2cnn(-c3ccccc3Cl)c2ncn1Cc1cccnc1	0	-27	-23	-3	-3	-5	-3	2	-2	31
COc1ccc(Nc2nc3c(C)cccc3cc2C#N)cc1	-5	-15	-3	-6	-5	9	6	8	-1	-45
COc1cccc(-n2nnnc2SCC(=O)Nc2cccc(C)n2)c1	1	-32	5	0	-11	6	7	2	0	4
NC(=O)c1ccsc1NC(=O)COC(=O)Cc1c[nH]c2ccccc12	x	x	-6	-4	0	-4	3	x	16	15
COC(=O)CN1C(=O)Nc2ccc(C)cc2C1c1ccccc1 (stereo unspecified)	3	-16	-73	-1	-2	-70*	-4	2	19	10
